TEAD-YAP inh = TEAD-YAP interaction inhibition. HEK-TIYL cells, TEAD-Gal4/YAP UAS-luciferase luminescence. inhibition, % at 9.12 µM. 1.4% of 640,000 active; in the data active = inhibition above about 32%;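 also: 0% = median of test compound wells and 100% = reference inhibitor wells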
GPR151 ag = human GPR151 activation. PathHunter beta-arrestin GPR151 cells, luminescence. AID 1508602. 1% of 650,000 active. activation, % at 11.2 µM; in the data active = activation above about 4.9%;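 also: 0% = median of compound wells and 100% = cells with positive control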
MITF primary = human MITF inhibition, primary screen. O75030. AlphaScreen MITF homodimerization, bead proximity signal. inhibition, % at 2.6 µM. 0.91% of 650,000 active; in the data active = inhibition above about 50%;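 also: 0% = vehicle wells with protein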
FBW7 activator = human FBW7 E3 ligase activation, primary screen; AlphaScreen FBW7–phospho-cyclin E peptide binding, activator screen; Q969H0; normalized activity (activation), % at 26.1 µM; 0.13% of 650,000 active; AID 1259310; in the data active = normalized activity above about 1.9%;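 also: purified mutant Fbw7 with reduced substrate affinity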
Target sequence (Q969H0 whole entry, looked up): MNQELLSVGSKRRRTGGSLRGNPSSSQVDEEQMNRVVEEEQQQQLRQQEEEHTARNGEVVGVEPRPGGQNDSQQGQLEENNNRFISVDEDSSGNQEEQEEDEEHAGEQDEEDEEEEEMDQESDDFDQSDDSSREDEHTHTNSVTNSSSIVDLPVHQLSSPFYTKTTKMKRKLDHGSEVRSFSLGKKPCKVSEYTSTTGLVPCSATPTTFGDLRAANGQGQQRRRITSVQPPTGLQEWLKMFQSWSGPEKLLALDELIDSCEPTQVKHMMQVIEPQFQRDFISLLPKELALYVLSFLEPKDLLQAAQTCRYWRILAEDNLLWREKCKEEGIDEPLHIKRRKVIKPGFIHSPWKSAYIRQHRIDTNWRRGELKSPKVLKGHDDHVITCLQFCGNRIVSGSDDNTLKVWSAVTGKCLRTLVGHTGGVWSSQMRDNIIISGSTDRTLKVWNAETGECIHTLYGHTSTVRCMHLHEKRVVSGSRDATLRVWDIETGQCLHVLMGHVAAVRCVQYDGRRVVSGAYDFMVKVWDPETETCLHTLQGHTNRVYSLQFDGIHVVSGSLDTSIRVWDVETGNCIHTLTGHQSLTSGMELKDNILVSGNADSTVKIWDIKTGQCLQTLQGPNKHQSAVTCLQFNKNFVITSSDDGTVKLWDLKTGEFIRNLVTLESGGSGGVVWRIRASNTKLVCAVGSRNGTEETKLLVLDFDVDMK
* marks the source's active call; other numbers are inactive results.

1. CC1(C)C/C(=N/NC(=O)c2cccc([N+](=O)[O-])c2)c2sc(N)nc2C1
2. O=C(NCc1cccnc1)N(c1ccccc1)c1ccccc1
3. CCCCc1ccc(NC(=O)c2cccc(F)c2)cc1
4. N#CC1=C(SCc2ccc(Cl)cc2)NC(=O)CC1c1ccccc1F (centres undefined)
5. CC(C)c1ccc(C(C)C)c(SCCc2ccccn2)c1
6. COc1ccc(CN2CCSCC2)c(OC)c1
7. O=C(CC1C(=O)NCCN1Cc1ccc(Cl)c(F)c1)NCc1ccccc1 (centres undefined)
8. CC(=O)c1cccc(NC(=O)C2CCCC2)c1
assay / entry,1,2,3,4,5,6,7,8
GPR151 ag,-0.5,-0.6,-4.3,-0.1,0.3,-1.0,0.7,-0.6
MITF primary,5,-1,6,-1,53*,0,-3,11
TEAD-YAP inh,-3,-2,-38,-8,8,-2,-5,3
FBW7 activator,-0.1,-0.2,-0.1,0.0,-0.3,-0.1,0.2,0.7

9. Cc1cc(C)c(S(=O)(=O)CCC(C)C)c(=O)[nH]1
10. COC(=O)/C=C1/N/C(=N\c2nc(C)cc(C)n2)N(c2ccc(Cl)cc2)C1=O
11. O=C(Nc1ccc([N+](=O)[O-])cc1)c1cc(-c2ccccc2)nc2c(Cl)cccc12
12. CCOc1cc(C2C(C(=O)OCCOC)=C(C)NC3=C2C(=O)CC(c2ccc(OC)cc2)C3)ccc1O (centres undefined)
13. C=CCN1CCN(c2c(Cl)cccc2NC(=O)c2cccc(Br)n2)CC1
14. O=C1NC(c2cc(I)ccc2Cl)=N/C1=C/c1ccc(Cl)cc1Cl
15. N#Cc1ccc(N=c2oc3ccc(Br)cc3cc2C(=O)Nc2ccccc2)cc1
16. O=C(NCC1(c2ccccc2)CCOCC1)c1ccccc1Br
assay / entry,9,10,11,12,13,14,15,16
GPR151 ag,0.3,-0.6,1.0,0.5,-0.2,0.1,0.6,2.9
MITF primary,5,18,7,8,2,-4,-2,-6
TEAD-YAP inh,-5,-1,-9,5,-3,-8,2,8
FBW7 activator,-0.2,0.3,0.0,0.2,0.0,0.1,-0.1,-0.1

17. CCOc1ccc(C(=O)CC2(O)C(=O)Nc3ccc(Br)cc32)cc1 (centres undefined)
18. Nc1nc(N2CCOCC2)nc2c1ncn2Cc1ccc(C(F)(F)F)cc1
19. COc1ccc(-c2nc(N)c3ncn(C(C)C)c3n2)cc1
20. CS(=O)(=O)CCC(C(=O)N1CCCC1)N1Cc2ccccc2C1=O (centres undefined)
21. COc1cccc(CNC(=O)c2cc(COc3cccc4cnccc34)on2)c1
22. Cc1ccc2c(c1)N(CC(=O)NC1CCCC(C)C1C)C(=O)c1cccnc1O2 (centres undefined)
23. CN(C)CCNc1nc2ccccc2n2c1nc1ccccc12
24. Cc1ccc(S(=O)(=O)NN2C(=O)c3ccccc3NC2c2ccc(N(C)C)cc2)cc1 (centres undefined)
assay / entry,17,18,19,20,21,22,23,24
GPR151 ag,-0.2,-0.4,-0.7,0.0,0.9,2.9,1.0,-0.3
MITF primary,12,0,2,-18,4,10,3,5
TEAD-YAP inh,2,-3,3,-4,-8,13,65*,-7
FBW7 activator,0.0,-0.2,0.1,0.1,0.0,-0.1,0.0,0.0

25. Cc1ccc(-c2nnc3cccc(Cl)n23)cc1
26. O=C(Nc1cccnc1)C1(c2ccc(I)cc2)CCCC1
27. Cc1nn(-c2ccccc2)c2sc(C(=O)NNC(=O)c3ccc([N+](=O)[O-])cc3)cc12
28. CC(C)(C)OC(=O)COC(=O)/C=C/c1ccc(S(=O)(=O)N2CCCCCC2)cc1
29. COc1ccc(-c2cc(C(=O)NCc3ccc(C)cc3)c3ccccc3n2)cc1OC
30. C/C(=N\N=C1\NC(=O)C(CC(=O)Nc2cccc(Cl)c2Cl)S1)c1ccco1 (centres undefined)
31. OCCN1CCN(C(=S)NCc2ccco2)CC1
32. Cc1nnc2c(NCc3ccc(C(=O)O)cc3)nc3ccccc3n12
assay / entry,25,26,27,28,29,30,31,32
GPR151 ag,2.1,-0.2,-0.8,1.3,3.7,-0.8,2.7,0.2
MITF primary,-11,4,6,-8,-7,17,-2,6
TEAD-YAP inh,2,4,2,-5,4,-8,-2,-7
FBW7 activator,0.0,0.0,0.0,-0.1,0.2,0.0,-0.1,1.6

33. O=C(Nc1cccc(Cl)c1)NC1(C(=O)NCc2ccc3c(c2)OCO3)CCCCC1
34. CNC(=S)NNP1(=O)C=C(c2ccccc2)OC(c2ccccc2)=C1
35. O=C(Nc1nncs1)c1cc(S(=O)(=O)N2CCOCC2)ccc1Cl
36. CN(C)C(=S)SCC(=O)NC(=O)NCc1ccccc1
37. NS(=O)(=O)c1ccc(CNC(=O)c2cc(-c3cccs3)nc3ccccc23)cc1
38. COC(=O)c1c(C)oc2ccc(N(C(=O)Oc3ccccc3)S(=O)(=O)c3ccccc3)cc12
39. CC(Cn1ccc2ccccc21)Nc1nncc(-c2ccc3c(c2)OCO3)n1 (centres undefined)
40. CCCCn1c(N)c(C(=S)NC(=O)c2ccccc2)c(=O)n(C)c1=O
assay / entry,33,34,35,36,37,38,39,40
GPR151 ag,-0.1,2.2,-0.4,1.4,0.7,0.8,1.7,0.8
MITF primary,16,1,17,-5,5,-5,18,-11
TEAD-YAP inh,3,-3,-1,10,29,-1,21,-1
FBW7 activator,0.5,0.0,1.0,0.1,0.0,0.0,0.1,0.1

41. CCOc1cc(C(NC(C)=O)NC(C)=O)ccc1OC
42. CCc1ccccc1NC(=O)CN(c1ccc(Br)c(C)c1)S(C)(=O)=O
43. O=C1CSC(c2ccccc2C(F)(F)F)N1c1ccc(Cl)c(Cl)c1 (centres undefined)
44. Cc1ccc(N2C(=O)CSC2c2ccccc2F)cc1F (centres undefined)
45. COc1ccc(CN2C(=O)C3C(C(=O)Nc4ccc(C(C)C)cc4)C4C=CC3(O4)C2C(=O)NC2CCCC(C)C2C)cc1 (centres undefined)
46. CCOc1cc(-c2nc3sc4c(c3c(=O)[nH]2)CCCC4)ccc1OC(C)c1ccccc1 (centres undefined)
47. CCc1cccc(C)c1NC(=O)c1cc(S(=O)(=O)NCCc2ccccc2)ccc1F
48. CN(C)CCNC(=O)C12CC3(C)CC(C)(CC(C)(C3)C1)C2
assay / entry,41,42,43,44,45,46,47,48
GPR151 ag,2.0,-2.3,2.4,-0.6,-0.8,-0.8,-0.4,-0.4
MITF primary,-2,10,0,1,-5,-7,-7,14
TEAD-YAP inh,3,-2,-7,-4,-2,-10,-7,4
FBW7 activator,-0.1,0.2,-0.2,0.1,0.0,-0.2,-0.2,-0.1

49. CCc1ccc(-n2c(=S)sc3c(=O)n(-c4ccc(F)cc4)c(SC)nc32)cc1
50. CC(C)(C)c1ccc(-c2nc3scc(-c4ccccc4)c3c(=O)o2)cc1
51. CC(=O)Nc1ccc2nc(NC(=O)c3ccco3)sc2c1
52. O=C1NN(C(=O)c2ccccc2)C2Cc3ccccc3C12 (centres undefined)
53. CCOC(=O)c1nc(Nc2cc(Cl)c(OC)cc2OC)c2ccccc2n1
54. Cc1c(Cl)cccc1NC(=O)c1cc(S(=O)(=O)NC2CCCCC2C)ccc1F (centres undefined)
55. Cc1cccc(NC(=O)c2ccc(N)cc2)n1
56. O=C(O)c1ccc(Nc2ccc3nonc3c2[N+](=O)[O-])cc1
assay / entry,49,50,51,52,53,54,55,56
GPR151 ag,-1.6,-0.2,-3.0,1.0,2.7,0.6,-5.6,-1.0
MITF primary,22,10,-5,13,-4,1,10,-2
TEAD-YAP inh,3,4,-35,4,-6,10,61*,3
FBW7 activator,0.4,0.0,-0.2,0.0,0.2,-0.1,-0.1,-0.1

57. O=C(NCCCN1CCCC1=O)c1cnc(Nc2cnccn2)s1
58. CC1=C(C(=O)OCC(C)C)C(c2coc3ccc(C)cc3c2=O)C2=C(CC(c3cccs3)CC2=O)N1 (centres undefined)
59. CCOC(=O)c1c(C)[nH]c(C(=O)OCC(=O)N(CC(C)C)C2CCS(=O)(=O)C2)c1C (centres undefined)
60. COC(=O)/C(=C\c1ccc(Cl)cc1)NC(=O)c1ccccc1I
61. COc1ccc(Br)cc1/C=C1/N=C(c2cccc([N+](=O)[O-])c2)OC1=O
62. O=C(/C=C/c1ccc(Br)s1)Nc1ccc(-n2cnnn2)cc1
63. Cc1ccc(NC(=O)NNC(=O)C(=O)Nc2ccc(C)c(C)c2)cc1
64. O=C(COc1ccc(Br)cc1)Nc1ccccn1
assay / entry,57,58,59,60,61,62,63,64
GPR151 ag,-0.1,-1.6,0.9,-1.6,-0.4,1.4,-1.0,0.3
MITF primary,6,-3,4,5,11,6,8,-7
TEAD-YAP inh,3,5,-8,-1,-3,1,-5,62*
FBW7 activator,-0.1,0.6,-0.1,0.0,0.0,-0.1,0.0,-0.1

65. CCOc1ccccc1NC(=O)C1=C(C)NC(=O)NC1c1cccc2ccccc12 (centres undefined)
66. COC(=O)C1=C(C)N=c2s/c(=C/c3ccc(OC)c(OC)c3)c(=O)n2C1c1cccs1 (centres undefined)
67. COc1ccc(C=NC(=O)CNC(=O)CNC(=O)c2ccccc2)cc1OC
68. COc1ccc(-c2cc(C(=O)NC3CCN(Cc4ccccc4)CC3)ccn2)cc1
69. O=C(Nc1cccnc1)c1sc2c([N+](=O)[O-])cccc2c1Cl
70. COC(=O)c1c(OC(C)C)cc(=O)n2c1CCN(C(=O)Cc1ccc(SC)cc1)CC2
71. Cc1ccccc1S(=O)(=O)Cc1ccc(C(=O)N2CCOCC2)o1
72. CC(C)CNC(=O)C1CC(=O)N(c2ccc(OCc3ccc(Cl)cc3)cc2)C1 (centres undefined)
assay / entry,65,66,67,68,69,70,71,72
GPR151 ag,-0.5,0.0,-0.7,2.6,1.0,-1.1,1.1,-1.4
MITF primary,-4,-1,15,3,0,-7,0,18
TEAD-YAP inh,-5,6,-4,3,-16,-14,8,-21
FBW7 activator,0.2,-0.2,0.0,0.2,0.0,0.1,-0.2,0.1

73. CCc1c(C)sc(NC(NC(=O)OC)(C(F)(F)F)C(F)(F)F)c1C#N
74. CN(C)S(=O)(=O)c1ccc(C(=O)Nc2ccc3c4c(cccc24)CC3)cc1
75. O=C(NNC(=O)c1cccc(NC(=O)c2ccco2)c1)c1ccncc1
76. CCc1nnc(NS(=O)(=O)c2ccc(NC(=O)CCc3ccccc3)cc2)s1
77. CCC(C(=O)NC(C)c1ccccc1)n1c2ccccc2c2nc(=O)cc(C)n21 (centres undefined)
78. O=C(Cn1cnc2scc(-c3ccccc3)c2c1=O)NCCCN1CCOCC1
79. CC(=O)Nc1ccc(OS(=O)(=O)c2cccc3c2C(=O)C2C=CC=CC2C3=O)cc1 (centres undefined)
80. O=C(CNc1n[nH]c(=O)[nH]c1=O)N/N=C/c1ccc(Cl)cc1Cl
assay / entry,73,74,75,76,77,78,79,80
GPR151 ag,0.8,0.1,-0.5,1.1,0.3,-1.3,-1.0,-1.7
MITF primary,9,15,19,10,-20,-1,0,1
TEAD-YAP inh,10,4,4,-8,-3,4,7,-1
FBW7 activator,0.1,-0.2,0.6,0.1,-0.1,0.3,-0.1,0.0

As a working copy, some entries already given.
63. Cc1ccc(NC(=O)NNC(=O)C(=O)Nc2ccc(C)c(C)c2)cc1
64. O=C(COc1ccc(Br)cc1)Nc1ccccn1
65. CCOc1ccccc1NC(=O)C1=C(C)NC(=O)NC1c1cccc2ccccc12 (centres undefined)
66. COC(=O)C1=C(C)N=c2s/c(=C/c3ccc(OC)c(OC)c3)c(=O)n2C1c1cccs1 (centres undefined)
67. COc1ccc(C=NC(=O)CNC(=O)CNC(=O)c2ccccc2)cc1OC
68. COc1ccc(-c2cc(C(=O)NC3CCN(Cc4ccccc4)CC3)ccn2)cc1
69. O=C(Nc1cccnc1)c1sc2c([N+](=O)[O-])cccc2c1Cl
70. COC(=O)c1c(OC(C)C)cc(=O)n2c1CCN(C(=O)Cc1ccc(SC)cc1)CC2
71. Cc1ccccc1S(=O)(=O)Cc1ccc(C(=O)N2CCOCC2)o1
72. CC(C)CNC(=O)C1CC(=O)N(c2ccc(OCc3ccc(Cl)cc3)cc2)C1 (centres undefined)
assay / entry,63,64,65,66,67,68,69,70,71,72
GPR151 ag,-1.0,0.3,-0.5,0.0,-0.7,2.6,1.0,-1.1,1.1,-1.4
MITF primary,8,-7,-4,-1,15,3,0,-7,0,18
TEAD-YAP inh,-5,62*,-5,6,-4,3,-16,-14,8,-21
FBW7 activator,0.0,-0.1,0.2,-0.2,0.0,0.2,0.0,0.1,-0.2,0.1

73. CCc1c(C)sc(NC(NC(=O)OC)(C(F)(F)F)C(F)(F)F)c1C#N
74. CN(C)S(=O)(=O)c1ccc(C(=O)Nc2ccc3c4c(cccc24)CC3)cc1
75. O=C(NNC(=O)c1cccc(NC(=O)c2ccco2)c1)c1ccncc1
76. CCc1nnc(NS(=O)(=O)c2ccc(NC(=O)CCc3ccccc3)cc2)s1
77. CCC(C(=O)NC(C)c1ccccc1)n1c2ccccc2c2nc(=O)cc(C)n21 (centres undefined)
assay / entry,73,74,75,76,77
GPR151 ag,0.8,0.1,-0.5,1.1,0.3
MITF primary,9,15,19,10,-20
TEAD-YAP inh,10,4,4,-8,-3
FBW7 activator,0.1,-0.2,0.6,0.1,-0.1
